Pf Dd2 inh: inhibitors of Plasmodium falciparum Dd2 growth; P. falciparum Dd2 growth, SYBR Green, 72 h; Potency, µM (titrated, usually from 28.9 µM), for inactives: at the highest dose activity, negative = inhibition, usual class: inhibitors; 120,000 tested, 4.3% active; AID 1347417; active means well fitted inhibition curve with a large enough effect; inconclusive means small, poorly fitted or top-dose-only effect; inactive means no such curve, though single readings can be large or run the other way;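 further: plate controls were DMSO vehicle for no effect and reference drug for full effect; nearly all actives have a fitted effect of over 65% in size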
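Readout: SYBR Green fluorescence, 485 nm excitation, 535 nm emission, after ~16 h lysis at 37C. Before that, Dd2-infected red cells (2.5% hematocrit) grew 72 h with compound, 29 uM top final concentration.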
* marks the source's active call; other numbers are inactive results; i = inactive; ? = inconclusive; [ ] = another dose, or the depositor's remark. Potency means the concentration at half of the fitted maximal effect. A portion of the library (hit frequency here may not be typical).

Start of the listing, in advance, three compounds:
SMILES	Pf Dd2 inh
Cc1cccc(-c2nc(CSc3nncn4c3cc3sccc34)c(C)o2)c1	13%
Cc1cc(S(=O)(=O)N2C[C@@H](F)C[C@H]2C(=O)N2CCCCC2)ccc1Cl	-4%
COc1cccc(-c2nc(CS(=O)(=O)CC(=O)Nc3c(C)cc(C)cc3C)c(C)o2)c1	36%[activator][5.79 µM]

The listing, previewed entries included:
SMILES	Pf Dd2 inh
Cc1cccc(-c2nc(CSc3nncn4c3cc3sccc34)c(C)o2)c1	13%
Cc1cc(S(=O)(=O)N2C[C@@H](F)C[C@H]2C(=O)N2CCCCC2)ccc1Cl	-4%
COc1cccc(-c2nc(CS(=O)(=O)CC(=O)Nc3c(C)cc(C)cc3C)c(C)o2)c1	36%[activator][5.79 µM]
N#Cc1cccc(CN[C@H]2CO[C@H]3[C@@H]2OC[C@@H]3n2cc(-c3ccccn3)nn2)c1	-8%[44.1 µM]
COc1cc(NC(=O)N2CCCC(Cn3cnc4cccnc43)C2)cc(OC)c1OC (stereo not drawn)	i
COC(=O)c1cc2sc(Cl)cc2n1Cc1nc(-c2ccccc2C)oc1C	52%[activator]
COCCN1CCCCCC(O)c2cc(C(=O)Nc3cccc(OC)c3)ccc21 (stereo not drawn)	-4%
CCc1nc2c(c(-c3ccc(OC)cc3)n1)CN(C(=O)c1ccc(C(F)(F)F)cc1)CC2	7%
Cc1ccc(NC(=O)CCn2cnc3onc(-c4ccc(F)cc4)c3c2=O)c(Br)c1	i
CN(C)C[C@@H]1CN(C)C[C@H]1NC(=O)c1ccnnc1	i
CCc1ccc(NC(=O)CSc2nc(=O)n(Cc3cccnc3)c3c2CCC3)cc1	-27%
CN(C)C(=O)CN1CCCc2nc(C3CC3)ncc2C1=O	33%[activator]
COc1ccccc1NC(=O)Cn1c(=O)n(-c2ccc(C)cc2)c(=O)c2c1cnn2C	-11%
Cc1ccc(OCc2nc(C3CCCN3C(=O)Nc3ccc(C)c(F)c3)no2)cc1 (stereo not drawn)	?
Cc1cccc(Cn2cccc2CNS(=O)(=O)c2ccc(C)c(C)c2)c1	-6%
COc1cccc(CN2CCCOCCNC(=O)[C@@H]3CCCC[C@@H]32)c1	?
O=C1Nc2ccc(-c3cccc(C(F)(F)F)c3)cc2C(=O)N2CCN(C(=O)c3cccc(F)c3)C[C@H]12	-24%
Cc1cccc(-c2nnc(SCc3cc(=O)c4cccc(Cl)c4[nH]3)n2C)c1	51%[activator]
CN1CCc2[nH]cnc2C12CCN(C(=O)c1ccc(-c3ccn[nH]3)cc1)CC2	-4%
O=C(c1nnc(CN2CCN(c3ccccn3)CC2)n1-c1cccnc1)N1CCC[C@@H]1c1cccc(F)c1	?
CC(C)CCNC(=O)c1ccc2c(c1)N(Cc1ccccc1F)C(=O)c1ccccc1S2(=O)=O	i
COC(=O)[C@@H]1Cc2c([nH]c3ccccc23)[C@H]2C[C@@H](NCCO)C[C@@H](c3ccc(F)cc3)N21	i
O=C(NCC1CNCCOC1)c1ccc2nc(-c3ccc(F)cc3)cn2c1 (stereo not drawn)	?
O=C(c1ccc(OC(F)(F)F)cc1)N1CCC2(CC1)CC(O)CCO2 (stereo not drawn)	-10%
CCOc1ccc(-c2cn(-c3ccc(C)cc3)c(SCC(=O)Nc3ccc(C)cc3)n2)cc1	?
Cn1ccc(C(=O)N2CC3ON=C(C(=O)N4CCCC4)C3C2)n1 (stereo not drawn)	?
Cc1cc(C)c(Cn2c(C3CC(=O)N(c4ccc(F)cc4)C3)nc3ccccc32)c(C)c1 (stereo not drawn)	i
COc1ccc2c(Sc3ccc(C)cc3)c(C(=O)NC(C)C)[nH]c2c1	9%
O=C(Cc1ccccc1)N1CC2CC(C1)[C@H]1CCCC(=O)N1C2 (stereo partly drawn)	0%
CNC(=O)N1CCC(C2CCN(C(=O)c3ccccc3OC(F)(F)F)C2)CC1 (stereo not drawn)	1%
COc1ccccc1NC(=O)c1ncn(-c2ccccc2)n1	?
COc1ccc(NC(=O)C2CCN(C(=O)c3ncn4c3COC(c3ccc(OC)cc3)C4)CC2)cc1 (stereo not drawn)	?
Cc1noc(C)c1CC(=O)N1[C@H]2CC[C@@H]1c1cnc(-c3ccc(F)cc3)nc1C2	-16%
CC1CCN(S(=O)(=O)c2ccc3c(c2)N(CC(=O)NC(C)(C)C)C(=O)CS3)CC1	16%
COC(=O)[C@@H]1Cc2ncn(Cc3ccccc3)c2CN1S(=O)(=O)c1ccc(C)cc1	?
Cc1ccsc1C(=O)N1CCN(c2cc(-c3cccs3)[nH]n2)CC1	i
Cc1noc(C)c1C(=O)NC1CCCc2c1[nH]c1ccc(F)cc21 (stereo not drawn)	-11%
COc1ccc(NC(=O)c2cc3n(n2)CC(c2ccc(Cl)cc2)OC3)cc1 (stereo not drawn)	i
Cc1ccccc1-c1noc(-c2cc3ccccc3oc2=O)n1	12%
COc1ccc(C(=O)N2CCC([C@@H]3CNC[C@H]3CO)CC2)cc1	i
COc1ccc(CCNC(=O)c2cc(=O)c3cc(C)cc(C)c3o2)cc1OC	7%
COc1ccc(N2CCN(S(=O)(=O)c3cc(Br)cc4c3N(C(=O)C3CC3)CC4)CC2)cc1	i
Cn1c(Cn2cccn2)nnc1C1CC(NC(=O)c2ccc(CO)o2)C1 (stereo not drawn)	-10%
Cn1ncc(N2CCN(c3cc(C4CC(O)C4)nc(N)n3)CC2)cc1=O (stereo not drawn)	-18%
Cc1ccc(-c2nc(C3CC(=O)N(c4ccc(F)c(Cl)c4)C3)no2)cc1C (stereo not drawn)	63%
CC(C)NC(=O)NCC1(COc2ccccc2)C[C@@H](O)[C@@H](O)C1 (stereo partly drawn)	10%[44.1 µM]
CCCOC(=O)c1ccc(Cn2nnc3sc4c(c3c2=O)CCC(C)C4)cc1 (stereo not drawn)	5%
O=C(NC1CCN(c2cc(-c3ccc(Cl)cc3)[nH]n2)C1)c1ccc2cc[nH]c2c1 (stereo not drawn)	i
O=C(NCCc1ccccn1)c1ccc(OC2CCNCC2)nc1	-8%
Cn1cc(C(=O)N2CCC(c3noc(-c4ccccc4)n3)C2)cn1 (stereo not drawn)	16%[5.79 µM]
CN1CCN(c2oc(/C=C/c3ccc(F)cc3)nc2C#N)CC1	-6%
CC1(C)[C@H](Cc2cc(COC(=O)c3cccs3)on2)C[C@@H]1NC(=O)c1cccs1	?
Cc1ccc(-n2nnc(-c3nc(-c4cccs4)no3)c2N)cc1C	11%
O=C(c1cccc(-n2cccn2)c1)N1CCOCC(O)(CN2CCCC2)C1 (stereo not drawn)	-23%
Cc1c(C(=O)NCc2ccccc2Br)oc2c1-c1[nH]ncc1CC2	-7%
CN(C)C(=O)N1Cc2ccccc2OC2(CCN(C(=O)CCC(=O)OC(C)(C)C)CC2)C1	2%
COc1ccccc1-c1cc2c(nc1-c1ccccc1)nc(C(=O)NCCN(C)C)n2C	?
COc1ccc(-c2nnc(C[C@@H]3C[C@@H](C(C)C)[C@H](CNCc4ccco4)C=C3C)o2)cc1	?
CCc1nonc1NC(=O)c1oc2ccc(F)cc2c1C	32%[activator]
N#Cc1cccc(C(=O)N2CC(F)(F)C[C@H]2c2nc(C3CC3)no2)c1	12%

In the list so far, these have a cyano group.
SMILES	Pf Dd2 inh
N#Cc1cccc(CN[C@H]2CO[C@H]3[C@@H]2OC[C@@H]3n2cc(-c3ccccn3)nn2)c1	-8%[44.1 µM]
CN1CCN(c2oc(/C=C/c3ccc(F)cc3)nc2C#N)CC1	-6%
N#Cc1cccc(C(=O)N2CC(F)(F)C[C@H]2c2nc(C3CC3)no2)c1	12%

Given as a markdown table: part of the list above.
| SMILES | Pf Dd2 inh |
| --- | --- |
| Cn1cc(C(=O)N2CCC(c3noc(-c4ccccc4)n3)C2)cn1 (stereo not drawn) | 16%[5.79 µM] |
| CN1CCN(c2oc(/C=C/c3ccc(F)cc3)nc2C#N)CC1 | -6% |

Structural class: those above with a furan ring, fused or not.
SMILES	Pf Dd2 inh
Cn1c(Cn2cccn2)nnc1C1CC(NC(=O)c2ccc(CO)o2)C1 (stereo not drawn)	-10%
Cc1c(C(=O)NCc2ccccc2Br)oc2c1-c1[nH]ncc1CC2	-7%
COc1ccc(-c2nnc(C[C@@H]3C[C@@H](C(C)C)[C@H](CNCc4ccco4)C=C3C)o2)cc1	?
CCc1nonc1NC(=O)c1oc2ccc(F)cc2c1C	32%[activator]

(next part)
SMILES	Pf Dd2 inh
CN(Cc1cccn1C)S(C)(=O)=O	?
O=C(CC1CCN(C(=O)Nc2ccccc2)C1)NC1CC1 (stereo not drawn)	2%
CCOc1ccc(OCC)c(NC(=O)c2cnn(-c3ccc(F)cc3)c2-n2cccc2)c1	-23%
Nc1nc(C2CC(NC(=O)c3cnn(Cc4ccccc4)c3)C2)cc(=O)[nH]1 (stereo not drawn)	12%
COc1ccc(S(=O)(=O)N2CCCCC2)cc1C(=O)NC1CCS(=O)(=O)C1 (stereo not drawn)	55%[activator]
O=C(O)C1(c2ccccc2)CCN(S(=O)(=O)c2cccc(C(F)(F)F)c2)CC1	6%
Cc1ccccc1OCC(=O)N1CCN(Cc2ccc(=O)n(C)c2)CC1	-2%
CCCn1nc2c(c1C)C(c1ccc(OCC(N)=O)c(Cl)c1)CC(=O)N2 (stereo not drawn)	-24%
CCC(=O)C(=O)NCc1cc2c(nc1OC)CN(CCc1ccccn1)C2=O	-23%
CCOc1ccccc1C1NC(=O)N(CC(=O)Nc2ccc(C)cc2)C2=C1C(=O)OC2 (stereo not drawn)	-14%
COCC(=O)N[C@@H]1CCC[C@@H](C(=O)NC2CC2)CC(=O)N(C)C1	11%[44.1 µM]
COc1cc(-c2nc3sccn3c2Nc2cccc(C)c2)ccc1O	?
CC(=O)NCCNC(=O)CCCc1nnc2n(CC(C)C)c(=O)c3sccc3n12	47%[activator]
O=C1N(CC2CCOCC2)CCOC12CCN([S+](=O)([O-])c1ccccc1)CC2	-2%[44.1 µM]
Cc1cccc(NC(=O)N2CC(C(=O)N(C)C)C3(CCOCC3)C2)c1 (stereo not drawn)	i
O=C(NC[C@H]1OC[C@@H](NC2COC2)[C@@H]1O)c1ccncc1	23%[44.1 µM]
O=C([C@@H]1C[C@H](Oc2ccccc2)CN1C(=O)CCCc1ccccc1)N1CCOCC1	7%
CCC(=O)Nc1ccc(C2(C(=O)NC(C)C)CCC2)cc1	10%
CCOC(=O)CSc1nc2ccc(NC(=O)c3ccc(C)cc3)cc2s1	1%
O=C1NCCCCCCN(Cc2ccncc2)[C@@H]2CN(C(=O)Nc3ccccc3)CC[C@@H]12	i
COc1ccc(NC(=O)Cn2c(=O)c3ccccc3n3nncc23)cc1Cl	12%
O=C(CCc1c[nH]c2ccccc12)N1CCC(N2C(=O)C(O)C23CCCCC3)CC1 (stereo not drawn)	?
Cc1ccc([C@@H]2CN(C(=O)CN3CCOC3=O)C[C@H]2NC(=O)C2CC2)cc1	5%
COc1ncc(-c2n[nH]c3c2CC(=O)N(c2ccccc2)C3)cn1	14%[44.1 µM]
CCC(CC)C(=O)N1CC[C@@H](CC(=O)O)[C@@H](CC2=NCCc3ccc(C)cc32)C1	-14%[44.1 µM]
COC[C@@H]1CN(C(=O)c2occc2C)C[C@H]1c1ccncc1	4%
Cc1ccc(F)cc1-n1nc(-c2c(C)nc3scc(CC(=O)N4CCOCC4)n3c2=O)cc1C	-21%
O=C(CCc1nc2ccccc2s1)N1CCN(C(=O)c2ccco2)CC1	?
Cc1noc(-c2cn(C3CCN(C(=O)Cc4ccc(Br)cc4)CC3)nn2)n1	?
CC(C)c1ccc(NC(=O)CSC2=Nc3ccccc3C3=NC(CCC(=O)NCc4ccco4)C(=O)N23)cc1 (stereo not drawn)	i
O=C(NC1CCN(c2cc(-c3cccs3)[nH]n2)C1)c1cccc2[nH]ccc12 (stereo not drawn)	i
COCCCN1CC2(CCN(C(=O)CCCc3cccs3)CC2)CC1=O	13%
COCCn1c(=O)[nH]c2cc(C(=O)Nc3ccc(OC)cc3)ccc2c1=O	19%
CN(C)S(=O)(=O)N1CCCN(S(=O)(=O)c2ccccc2)CCC(=O)NCC1	-2%
CCc1cc(=O)n(CC(=O)NCc2ccc(OC)c(OC)c2)c(N2CCOCC2)n1	i
O=C1COc2ccc(Nc3ccc(Cl)cc3)nc2CN1Cc1nc2ccccc2s1	-23%[44.1 µM]
COc1ccc(C(=O)N[C@@H]2CCC[C@@H]2C(=O)N2CCOCC2)cc1	30%
COc1ccccc1N(CC(=O)Nc1ccc(C)c(Cl)c1)S(=O)(=O)c1ccc(C)cc1	?
Cn1cc([C@@H](NC(=O)c2ccc3c(c2)CCCC3)C2CC(O)C2)cn1 (stereo partly drawn)	-15%
Cc1ccc(C2Cn3nnc(C(=O)N4CCN(C(=O)c5ccccc5)CC4)c3CO2)cc1 (stereo not drawn)	i
CCCN1CC2ON=C(C(=O)O)C2C1 (stereo not drawn)	5%[44.1 µM]
COc1ccc(S(=O)(=O)NCCc2csc3nc(-c4ccc(Cl)cc4)nn23)cc1C	-25%
COc1ccc(-c2noc(-c3cccn3CC(=O)Nc3cccc(Cl)c3C)n2)cc1F	?
Cc1nc(C(C)C)sc1C(=O)N1C[C@@H](C)[C@](O)(C2CCC2)C1	0%
CCC(CC)NC(=O)CC1CCCN(c2cn[nH]c(=O)c2)C1 (stereo not drawn)	13%
O=C1Nc2ccc(-c3ccccc3F)cc2C(=O)N2C[C@H](O)C[C@@H]12	i
COc1cc(-c2noc(-c3ccc(NCc4ccco4)c([N+](=O)[O-])c3)n2)cc(OC)c1OC	-7%
COc1ccc(CNC(=O)C2CCC(CNS(=O)(=O)c3cccs3)CC2)cc1 (stereo not drawn)	22%
